# High-throughput results as filed in PubChem BioAssay.
# GALK inhibitor = blocks human galactokinase activity; Purified GALK, Kinase-Glo residual ATP luminescence; Potency, µM (doses to about 57.5 µM), without a hit: at the highest dose activity change, negative = inhibition, actives largely listed as inhibitors; AID 1868; hit rate 0.007% among 270,000; P51570; note: potency is the fitted concentration of half-maximal effect; % is set by controls: 0 for no effect and ±100 for the full control effect
# Target sequence (P51570 whole entry, looked up): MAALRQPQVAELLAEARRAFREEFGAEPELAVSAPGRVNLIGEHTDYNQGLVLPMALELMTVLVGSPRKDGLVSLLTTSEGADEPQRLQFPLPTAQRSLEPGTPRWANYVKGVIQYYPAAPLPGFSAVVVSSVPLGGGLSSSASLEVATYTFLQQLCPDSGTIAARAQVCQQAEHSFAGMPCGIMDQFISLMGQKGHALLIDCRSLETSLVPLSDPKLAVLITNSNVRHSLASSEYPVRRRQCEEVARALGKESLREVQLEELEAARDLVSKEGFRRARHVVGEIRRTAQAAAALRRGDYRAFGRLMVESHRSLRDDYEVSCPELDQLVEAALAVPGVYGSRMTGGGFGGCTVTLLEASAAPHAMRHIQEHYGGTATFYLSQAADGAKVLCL
#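 Luminescence from leftover ATP (Ultra-Glo luciferase/luciferin) served as read-out after a 1 h room-temperature reaction of 5 nM GALK with 35 uM ATP and 100 uM galactose.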
# a7 integrin act = activates integrin-mediated alleviation for muscular dystrophy; hit rate 0.064% among 350,000; alpha7betagal myoblasts, beta-gal FDG fluorescence, 48 h; AID 624291; Potency, µM (highest dose often 38.3 µM), without a hit: at the highest dose activation, most hits filed as activators;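 note: potency is the fitted concentration of half-maximal effect; 100% = response of the positive control SU9516; nearly all actives have a fitted effect of over 60% in size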
#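 alpha7betagal+/- myoblasts (passage 13, 250/well) treated 48 h at 37C with compounds at 1:260 dilution of DMSO stock. Lysed, then beta-galactosidase activity read as FDG fluorescence (ex 480/em 540) after 30 min, with pre-read for autofluorescence.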
# MBNL1 CUG block = blocks human MBNL1 binding to CUG repeat RNA | Q9NR56 | TR-FRET MBNL1-His/biotin-(CUG)12 binding, 665/545 ratio | Potency, µM (highest dose often 57.5 µM), inactives show at the highest dose activity change, negative = inhibition, hits mostly inhibitors | hit rate 0.036% among 280,000 | AID 2675; active = well fitted inhibition curve with a large enough effect in the signal ratio, with a control signal flat, not every such curve was filed as active; inconclusive = small, poorly fitted or top-dose-only effect, or effect the other way, or a change in a side signal; inactive = no such curve, though single readings can be large or run the other way; the % refers to the signal ratio; note: potency is the fitted concentration of half-maximal effect; % is set by controls: 0 for no effect and ±100 for the full control effect
# Target sequence (Q9NR56 whole entry, looked up): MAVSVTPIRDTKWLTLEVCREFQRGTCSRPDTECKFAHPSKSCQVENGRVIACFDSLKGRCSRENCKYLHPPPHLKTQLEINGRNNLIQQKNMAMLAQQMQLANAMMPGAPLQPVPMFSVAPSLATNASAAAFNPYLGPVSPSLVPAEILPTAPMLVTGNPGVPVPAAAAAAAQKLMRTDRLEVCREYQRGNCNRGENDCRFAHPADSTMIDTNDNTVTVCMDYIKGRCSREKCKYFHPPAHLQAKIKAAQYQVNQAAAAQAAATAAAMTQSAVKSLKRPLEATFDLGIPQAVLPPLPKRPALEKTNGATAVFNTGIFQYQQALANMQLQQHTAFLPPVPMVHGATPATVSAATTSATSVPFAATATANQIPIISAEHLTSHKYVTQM
#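 His-tagged MBNL1 binding to biotinylated (CUG)12 RNA was measured by TR-FRET using terbium anti-His antibody (0.055 ng/ul final) and streptavidin-XL665 (5 nM final). Compounds were titrated 92 nM to 58 uM; 60 min at room temperature.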
# TRPV1 agonist = activates the human vanilloid receptor TRPV1. activation, % at 8.33 µM. hit rate 0.19% among 320,000. Q8NER1. TRPV1-expressing cells, Fluo-8 calcium influx, agonist mode; in the data active = activation above about 80%; inconclusive = between about 30% and that limit; note: 0% is about no effect
#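 Fluo-8 calcium influx in TRPV1-expressing cells, kinetic read (ex 480/em 520 nm). Compound added and read 3 min for agonist activity, followed by capsaicin at EC20 final and 2 min further read for enhancement.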
# CXXC DNA block = blocks binding of human MLL CXXC domain to DNA; hit rate 0.037% among 290,000; Q03164; Potency, µM (highest dose often 115 µM), without a hit: top-dose activity change, negative = inhibition, actives largely listed as inhibitors; MLL-CXXC / FITC-HOXA9 DNA fluorescence polarization; active = well fitted inhibition curve with a large enough effect in the polarisation, with a control signal flat, not every such curve was filed as active; inconclusive = small, poorly fitted or top-dose-only effect, or effect the other way, or a change in a side signal; inactive = no such curve, though single readings can be large or run the other way; the % refers to the polarisation; note: potency is the fitted concentration of half-maximal effect
#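 Purified MLL-CXXC (added from a 7 uM solution) was preincubated 5 min at ambient with pinned compounds in 50 mM Tris-HCl pH 7.5, 50 mM NaCl, 1 mM DTT, 0.05% BSA. Fluorescein-labeled HOX-A9 DNA (50 nM solution) followed, 30 min, then polarization read.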
# S-ASM inh = blocks human secretory acid sphingomyelinase; P17405; placental ASM, HMU-PC fluorogenic substrate, 60 min; Potency, µM (highest dose often 57.5 µM), for inactives: top-dose activity change, negative = inhibition, actives largely listed as inhibitors; hit rate 0.006% among 340,000; AID 504937; note: potency is the fitted concentration of half-maximal effect
#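 HMU-PC0 cleavage (9 uM final) by human placental ASM, 60 min at 37 °C following 10 min compound exposure at RT; stopped at pH 10, fluorescence Ex 386/Em 447 nm.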
# AT treatment = potential ataxia-telangiectasia treatment | […] A-T fibroblasts, KAP-1 phosphorylation AlphaLISA; neocarzinostatin DNA damage 30 min before lysis | Potency, µM (series often up to 57.5 µM), for inactives: at the highest dose activation, usual class: activators | hit rate 0.19% among 320,000; note: potency is the fitted concentration of half-maximal effect; % of control where 0% means no effect; nearly all actives have a fitted effect of over 45% in size
#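 hTERT-immortalized A-T patient fibroblasts ([…]), 500 cells/well in OPTI-MEM, 1% FBS, got compounds for 60 min, then NCS for 30 min at 37C. Lysates were then assayed for phospho-KAP-1 by AlphaLISA (anti-pKAP1 donor, anti-KAP1 acceptor beads), 6 hr at 25C.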
# Coupling enz = counter-screen for Giardia aldolase inhibitors: coupling enzyme system | coupling enzyme system counterscreen, AmpLite Red fluorescence | activity change, negative = inhibition, % at 58.2 µM, hits read low | hit rate 0.67% among 290,000; in the data active = activity change below about -30%; note: % is set by controls: 0 for no effect and ±100 for the full control effect
#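 Compounds tested against the coupling enzymes alone at 57.5 uM final; readout was AmpLite Red fluorescence (525/598 nm) after 20 min at RT.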
# hERG WT inh = KCNH2 (human, wildtype) channel inhibition | activity change, % at 1.84 µM | hit rate 0.37% among 340,000 | AID 720551 | Q12809 | U2OS, BacMam KCNH2, thallium flux FluxOr; hits give low values;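 active = maximum activity change below -70%; inconclusive = maximum activity change between -70% and -50%; inactive = maximum activity change above -50%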; note: % is set by controls: 0 for no effect and ±100 for the full control effect
#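 U2OS cells transduced with wild-type KCNH2 virus are loaded with FluxOr dye for 45 min, and thallium flux is measured in kinetic reads before and after stimulation buffer. Rate constants are normalized to DMSO controls.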
# KCNH2 3.1 block = blocks the human KCNH2 3.1 channel isoform; activity change, % (tested at about 1.8 µM); hit rate 0.95% among 340,000; AID 720553; U2OS KCNH2 3.1, thallium flux FluxOr; hits give low values;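 active = maximum activity change below -70%; inconclusive = maximum activity change from -70% to -50%; inactive = maximum activity change above -50%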;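 note: thallium influx rate constant from kinetic fluorescence after stimulation buffer; % is set by controls: 0 for no effect and ±100 for the full control effect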
#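 Measured as rate of thallium-driven FluxOr signal in transduced U2OS cells carrying the 3.1 channel, read kinetically for 2 min upon stimulation; values are rate constants scaled to DMSO control wells.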
# Active calls of the source: *; ? = inconclusive; / = not tested or not shown; [ ] = dose if it differs, or a comment. Unless noted, calls come from the whole dose curve; as a rule, active = well fitted curve in the direction sought with a large enough effect; inconclusive = small, poorly fitted or top-dose-only effect, or another doubt; inactive = no such curve, though single readings can be large; an effect the other way counts as inactive or inconclusive.
nr	SMILES	GALK inhibitor	a7 integrin act	MBNL1 CUG block	TRPV1 agonist	CXXC DNA block
1	O=C1c2cccnc2C(O)N1C1CCCCC1 (stereo not drawn)	5%	20%[7.66 µM]	-1%	-5	-1%
2	O=C1NC(c2ccccc2)=NC1(NS(=O)(=O)c1ccccc1)C(F)(F)F (stereo not drawn)	-1%	5%	9%	1	3%
3	O=C(Nc1ccc(Cl)cn1)c1ccc(COCC(F)(F)C(F)F)o1	-2%	-32%	-1%	?	1%
4	COc1ccc(C(C)=O)cc1CSc1nnnn1-c1ccc(O)cc1	-1%	-9%	-13%	4	5%
5	COC(=O)Nc1ccc(S(=O)(=O)N2CCN(C)CC2)cc1	0%	-16%	-6%	-1	-1%
6	CCc1cccc(NC(=O)CCS(=O)(=O)c2cccc3nonc23)c1	1%	-32%	?	?	3%
7	C[C@H]1COC(=O)[C@H](CC(=O)OC(C)(C)C)C/C=C\C[C@@H](CC(=O)N[C@H](CO)Cc2ccccc2)C(=O)N1	/	9%	/	/	/
8	CCN1C(=O)C(CC(=O)Nc2ccccc2)S/C1=N\c1ccccn1 (stereo not drawn)	2%	5%	8%	25	29%
9	O=C(Nc1nc2cc3c(cc2s1)OCO3)C1CCCCC1	7%	?	20%	?	2%
10	C/C(=N\NC(=O)c1ccc(F)cc1)c1cccc(NC(=O)c2ccco2)c1	1%	10%	-2%	10	-7%
11	COc1ccc(C2C(C(=O)O)CCC(=O)N2c2ccc(OC)cc2)cc1 (stereo not drawn)	-1%	-3%	-2%	7	4%
12	CCC1CCCCN1C(=O)COC(=O)c1n[nH]c2ccccc12 (stereo not drawn)	2%	-10%	0%	-1	6%

nr	S-ASM inh	AT treatment	Coupling enz	hERG WT inh	KCNH2 3.1 block
1	5%	2%	2	15	-12
2	4%	6%	-1	23	-1
3	-1%	4%	-2	6	-2
4	-1%	?	0	9	-10
5	1%	-9%	3	-4	24
6	-3%	1%	-5	5	39
7	0%	2%	/	0	-8
8	1%	-1%	1	-2	-5
9	0%	-26%	/	-14	-3
10	3%	5%	4	-11	-2
11	4%	-1%	4	-19	-1
12	3%	3%	4	3	4

# The last four compounds of the section above lead into the next.
nr	SMILES	GALK inhibitor	a7 integrin act	MBNL1 CUG block	TRPV1 agonist	CXXC DNA block
9	O=C(Nc1nc2cc3c(cc2s1)OCO3)C1CCCCC1	7%	?	20%	?	2%
10	C/C(=N\NC(=O)c1ccc(F)cc1)c1cccc(NC(=O)c2ccco2)c1	1%	10%	-2%	10	-7%
11	COc1ccc(C2C(C(=O)O)CCC(=O)N2c2ccc(OC)cc2)cc1 (stereo not drawn)	-1%	-3%	-2%	7	4%
12	CCC1CCCCN1C(=O)COC(=O)c1n[nH]c2ccccc12 (stereo not drawn)	2%	-10%	0%	-1	6%
13	O=C(OCCOc1ccc(Br)cc1)c1ccc(Cl)c(S(=O)(=O)N2CCOCC2)c1	/	9%	/	11	/
14	CCOc1ccc2[nH]c3ncccc3c(=O)c2c1	2%	15%	?	3	-3%
15	CCOc1ccc(OCCCC(=O)Nc2cc(S(=O)(=O)N3CCOCC3)ccc2N2CCOCC2)cc1	/	-20%	/	/	/
16	CN(C)c1ccc(NC(=O)CSc2nnc(-c3ccco3)c(-c3ccco3)n2)cc1	0%	-52%[inhibitor]	?	-1	10%
17	COc1ccc(C(C(=O)NCc2ccccc2)N(Cc2ccco2)C(=O)c2cnccn2)cc1 (stereo not drawn)	0%	7%	-3%	-1	-4%
18	CC(C)(O)C1CC[C@@](C)([C@@H]2CC[C@]3(C)[C@H]2[C@H](O)CC2[C@@]4(C)CCC(O)C(C)(C)C4C(OC4OC(CO)C(O)C(O)C4O[C@@H]4OCC(O)C(O)C4O)C[C@]23C)O1 (stereo partly drawn)	/	21%	/	/	/
19	O=C(CCc1ccco1)CCc1ccco1	/	24%	/	/	/
20	CC(C)(C)OC(=O)NCCC(=O)N/N=C/c1cccc2cccnc12	3%	0%	?	-1	-10%
21	O=C(COC(=O)CNC(=O)c1ccc(F)cc1)NC1CCCc2ccccc21 (stereo not drawn)	/	-27%	/	/	/
22	CN(CC(=O)Nc1ccc(F)cc1)C(=O)CN1C(=O)c2cccc([N+](=O)[O-])c2C1=O	/	-28%	/	2	/
23	COc1ccc(C=C2SC(=S)NC2=O)cc1	/	27%	/	/	/
24	Cc1ccc(/C=C/C(=O)Nc2ccc(N(C)C)cc2)o1	-1%	-1%	16%	?	0%

nr	S-ASM inh	AT treatment	Coupling enz	hERG WT inh	KCNH2 3.1 block
9	0%	-26%	/	-14	-3
10	3%	5%	4	-11	-2
11	4%	-1%	4	-19	-1
12	3%	3%	4	3	4
13	-3%	-1%	/	0	-14
14	/	34%	-1	0	-18
15	?	/	/	4	-4
16	-25%	-13%	-4	-3	-3
17	-1%	3%	1	3	-2
18	4%	6%	/	-6	3
19	0%	/	/	-17	-10
20	2%	2%	1	-9	10
21	5%	-16%	/	6	-6
22	-1%	-4%	/	3	-5
23	-7%	/	/	10	-5
24	-6%	-6%	-5	-2	-7

# The list continues.
nr	SMILES	GALK inhibitor	a7 integrin act	MBNL1 CUG block	TRPV1 agonist	CXXC DNA block
25	CCn1cc(C(=O)N(C)c2ccc(OC)cc2OC)c2cc(OC)c(OC)cc2c1=O	2%	11%	0%	4	15%
26	CCC(C)NC(=O)COc1ccc(S(=O)(=O)N2CCOCC2)cc1 (stereo not drawn)	7%	8%	-16%	1	15%
27	COc1ccc(/C=N/NC(=O)c2ccoc2C)cc1O	0%	4%	/	-1	7%
28	COc1cc(/C=C/C(=O)OCC(=O)N2c3ccccc3NC(=O)C2(C)C)cc(OC)c1OC	/	?	/	-3	/
29	O=C(NC1CCS(=O)(=O)C1)c1cccc(S(=O)(=O)N2CCOCC2)c1 (stereo not drawn)	0%	10%	-1%	-3	9%
30	CC(=O)Nc1ccc(C)c(NC(=S)Nc2ccc(F)cc2)c1	/	-14%	-7%	-7	?
31	CCc1ccc(C2c3[nH]c4ccccc4c3CCN2C(=O)CNC(N)=O)cc1 (stereo not drawn)	-1%	12%	-1%	-4	-13%
32	COCCn1cc(C(=O)c2cc(Br)ccc2O)cc(C#N)c1=O	0%	3%	6%	-6	5%
33	CSC(=Nc1ccccc1)C(C#N)c1nc2ccccc2[nH]1 (stereo not drawn)	0%	1%	10%	19	2%
34	COc1ccc(Nc2nc(NC(C)(C)C)nc(N3CCCC3)n2)c(OC)c1	5%	-12%	1%	?	-4%
35	C=CCC(=O)OCC(=O)Nc1ccc(Oc2ccccc2)cc1	1%	/	-4%	12	2%
36	C#CCOCCOCCOCCNc1nc(N2CCN(C(=O)[C@H]([C@@H](C)O)n3cc(CCCCN)nn3)CC2)nc(N2CCN(C(=O)[C@H](Cc3ccc(O)cc3)n3cc(CCO)nn3)CC2)n1	/	9%	?	5	-3%

nr	S-ASM inh	AT treatment	Coupling enz	hERG WT inh	KCNH2 3.1 block
25	0%	8%	0	-13	20
26	1%	-8%	1	-21	5
27	29%	0%	-3	10	-23
28	2%	2%	/	-4	-1
29	3%	-8%	3	-20	-6
30	3%	-6%	-1	2	27
31	-5%	-2%	1	7	-4
32	11%	-1%	4	8	10
33	-14%	-5%	-2	-3	-10
34	-4%	/	1	8	12
35	/	5%	-1	/	/
36	6%	-9%	1	-1	3

# Later entries.
nr	SMILES	GALK inhibitor	a7 integrin act	MBNL1 CUG block	TRPV1 agonist	CXXC DNA block
37	O=C(COC(=O)c1ccccc1O)NCc1ccco1	/	7%	/	/	/
38	CCOC(=O)Cn1c(CCC(=O)O)ccc1-c1ccc(F)cc1	1%	12%	-3%	-1	-1%
39	O=C(O)C1CC(=O)N(C2CCCCC2)C1c1ccccc1 (stereo not drawn)	0%	22%	1%	-1	4%
40	O=C(CCN1C(=O)c2ccccc2C1=O)Nc1ccc(-c2nc3ccccc3s2)cc1	2%	2%	14%	2	7%
41	Cc1ccc(CN(CCO)CCO)cc1	1%	-8%	0%	-3	2%
42	Cc1nc2ccccc2cc1C(=O)N/N=C/c1cccc([N+](=O)[O-])c1	2%	-12%	?	20	6%

nr	S-ASM inh	AT treatment	Coupling enz	hERG WT inh	KCNH2 3.1 block
37	-2%	5%	/	1	10
38	125%[activator]	1%	3	-2	-8
39	-1%	-2%	4	0	3
40	0%	4%	0	3	8
41	0%	9%	0	1	14
42	-1%	14%	0	0	0
